AID1053144: Wnt/beta-catenin signaling activators, dose response, cell-based, iPS-derived NPC, luciferase, Wnt3a, cherry-pick (AID 1053144); NPC TCF/LEF luciferase reporter, Wnt3a EC25, 24 h; AC30 in µM for hits, for the others activation, % at the top dose, mostly 26 µM; 3,400 compounds, 4.8% hits;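 active means fitted curve reaches 30% activation at a concentration no higher than the top valid tested dose, luminescence rising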;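 further: wnt3a stimulus is conditioned medium from Wnt3a-transfected mouse L cells at 5% in well; 0% = neutral control wells and 100% = CHIR-99021 positive control wells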
Active calls of the source: *; [ ] = dose if it differs, or a comment. Some of the compounds tested. The share of hits here may be higher or lower than overall.

Molecule,AID1053144
O=C(c1cc(-c2cccc(O)c2)on1)N1CCOCC1,0%
Fc1ccccc1C1CCN(Cc2nc(CC3CC3)no2)C1 (stereo not drawn),14%
COc1ccc(-c2cc3ccc(O)cc3oc2=O)cc1,11%
O=C(/C=C/c1ccco1)Nc1cccnc1,3%
O=C(NCCCn1ccnc1)c1cc(-c2ccccc2)on1,7.4µM*
CCOc1ccc(-c2nnc(SCC(=O)N3CCNC3=O)o2)cc1,4%
Cc1csc(NC(=O)c2cc(C)on2)n1,14%
CN(C)S(=O)(=O)c1cccc(C(=O)N=C2N=C3C=CC(Cl)=CN3Cc3ccccc32)c1,11%
Cc1cccc(NC(=O)c2ccc3c(=O)n4c(nc3c2)CCCCC4)n1,1%
Cc1ccccc1/C=C1\CCCc2ccccc2C1=O,7%
COc1cc2c(cc1OC)-c1cc(Nc3ccccc3)nc(=O)n1CC2,13%
Cc1cc(C(=O)COC(=O)c2cccc(S(=O)(=O)N(C)C)c2)c(C)n1CC1CCCO1 (stereo not drawn),18%
CCOc1ncccc1C(=O)OCC(=O)c1cc(C)n(Cc2ccco2)c1C,8%
COc1ccc(C2=NN(C(=O)c3ccccc3C(=O)O)C(c3ccccc3O)C2)cc1 (stereo not drawn),10%
Cc1cc(NCCN2CCOCC2)c2ccc3ccccc3c2n1,28%

The list continues:
Molecule,AID1053144
Cc1ccc2c(C)c(C(=O)Nc3ccc(S(N)(=O)=O)cc3)oc2c1C,0%
COc1ccc(C(=O)Nc2nnc(SCC(=O)Nc3ccc(NC(C)=O)cc3)s2)c(OC)c1,12%
CC(C)C(=O)Nc1ccc(NC(=O)c2cc3ccccc3o2)cc1,6%
CSc1ccc(C(=O)/C=C/c2ccc(N)cc2)cc1,6.3µM*
CN(CC(=O)Nc1ccc(F)cc1)C(=O)CSc1nnc(Cc2ccccc2)o1,1%
COc1ccc2nc(NC(=O)c3ccccc3O)sc2c1,11%
Cc1ccccc1Nc1nc(N)nc(-c2oc3ccccc3c2C)n1,15%
Oc1[nH]c(=S)sc1C=C1N=c2ccccc2=N1,10%
Cc1cc(OCc2cc(C(=O)N3CCCCCC3)no2)cc(C)c1Cl,10%
Nc1c(-c2ccc(Cl)cc2)nnn1-c1ccccc1,15%
Cc1noc(N)c1C(=O)Nc1ccc(C(C)(C)C)cc1,10%
CCCc1cc(C(=O)Nc2ccc(C)cc2)no1,8%
O=C(NCc1cccnc1)C(=O)Nc1nc2ccccc2s1,7%
CC(C)Cc1nnc(NC(=O)Nc2ccccc2)s1,13%
C(=N\Nc1nc2ccccc2[nH]1)/c1cccs1,6%

Later entries
Molecule,AID1053144
O=c1c2ccccc2nc(SCc2nc3ccccc3s2)n1CCCO,13%
O=C(Nc1ncccc1O)c1ccc(Oc2ccccc2)cc1,12µM*
Cc1c(C(=O)OC2CCC(C)CC2)[nH]c2c1C(=O)CCC2 (stereo not drawn),-1%
O=C(CCCC(=O)c1ccc(F)cc1)c1ccc(F)cc1,12%
CCOC(=O)/C(=C/c1ccc(OC(=O)c2ccncc2)cc1)C(C)=O,2%
COc1ccc(/C=C/c2cc(O)cc(O[C@@H]3O[C@H](CO)[C@@H](O)[C@H](O)[C@H]3O)c2)cc1O,16%
Clc1nc(Nc2ccccc2)nc(Nc2ccccc2)n1,7%
Cc1cnc(NC(=O)c2sc(Nc3ccccc3)nc2N)o1,12%
CC(=O)Nc1cccc(-c2csc(Nc3ncccn3)n2)c1,11%
Cc1c(/C=C/C(=O)c2ccc(Cl)s2)cnn1C,22%
COc1ccc2sc(NC(C)=O)nc2c1,11%
c1coc(CNc2nc3ccccc3s2)c1,6%
COc1ccccc1-c1nc(-c2ccncc2)no1,8%
O=C(NN1C(=O)C2C3c4ccccc4C(c4ccccc43)C2C1=O)C1CC1 (stereo not drawn),-1%
Cc1ccc(-n2c(O)c(C=NCc3ccccn3)c3ccccc3c2=O)cc1,13%

Entries above that bear a hit mark in AID1053144.
Molecule,AID1053144
O=C(NCCCn1ccnc1)c1cc(-c2ccccc2)on1,7.4µM*
CSc1ccc(C(=O)/C=C/c2ccc(N)cc2)cc1,6.3µM*
O=C(Nc1ncccc1O)c1ccc(Oc2ccccc2)cc1,12µM*

4 entries from above in a different format:
CCCc1cc(C(=O)Nc2ccc(C)cc2)no1
  AID1053144: 8%
O=C(NCc1cccnc1)C(=O)Nc1nc2ccccc2s1
  AID1053144: 7%
CC(C)Cc1nnc(NC(=O)Nc2ccccc2)s1
  AID1053144: 13%
C(=N\Nc1nc2ccccc2[nH]1)/c1cccs1
  AID1053144: 6%

(listing goes on)
Molecule,AID1053144
O=C(CSc1nc2ccccc2c(=O)n1NC(=O)c1ccccc1)c1ccc(Cl)cc1,7%
COC(=O)c1sc(-c2ccc(C(C)(C)C)cc2)cc1NC(=O)/C=C/C(=O)O,-6%
COc1ccc(Cn2c(/C=C/c3ccccc3)nc3ccccc32)cc1,1%
O=c1c2sc(-c3ccccc3)cc2nc2n1CCCCC2,3%
COc1ccc(CCNC(=O)C(=O)NCc2ccccn2)cc1,16%
C=CCSc1nnc(-c2sc(-c3ccccc3)nc2C)n1C,4%
Nc1ccc2c(c1)C(=O)c1ccccc1C2=O,6%
Cc1ccc(OCCn2cnc3ccccc3c2=O)c([N+](=O)[O-])c1,10%
O=[N+]([O-])c1ccccc1COc1ccc(Cl)c2cccnc12,1%
Brc1ccc(/C=N/Nc2nc3ccccc3o2)cc1,13%
Cc1ccc(NC(=O)CN(C)CC(=O)NC2CCCc3ccccc32)cc1 (stereo not drawn),5%
CCOC(=O)C1CCCN(C(=O)CCc2nnc(-c3ccc(C(C)=O)s3)o2)C1 (stereo not drawn),10%
Cc1cc(C(=O)Cn2nnc3ccccc3c2=O)c(C)n1Cc1cccs1,0%
N/C(=N\OC(=O)c1ccco1)c1ccccc1,10%
COC(=O)CSC(C(=O)Nc1ccc(C)c(C)c1)c1ccccc1 (stereo not drawn),11%

Additional records follow:
Molecule,AID1053144
CCOC(=O)c1ccc(NC(=O)N2CCCCCC2)cc1,14%
CN(C(=O)CSc1ncnc2sccc12)C1CCCCC1,14%
COc1cccc(/C=C/C(=O)NNC(=O)c2ccccc2)c1OC,15%
O=C(Nc1nc2cc3c(cc2s1)OCCO3)c1cccs1,0%
O=C(/C=C/c1ccco1)Nc1ccc2c(c1)OCO2,12µM*
CCOC(=O)c1sc2nc3c(cc2c1N)COC(C)(CC)C3 (stereo not drawn),3%
O=C(NCc1ccccc1)c1cccc(COc2ccccc2Cl)c1,6%
COc1ccc(/C=N/Nc2ccccc2C(=O)O)cc1,6%
O=C(O)c1ccc(N/N=C/C2=Cc3ccccc3OC2)cc1,7%
CC(C)(C)C(=O)NNC(=O)c1cc2sccc2s1,3%
O=C(O)CSCc1nc2ccccc2s1,9%
CC(=O)c1ccc2c(c1)Cc1cc(C(C)=O)ccc1-2,17%
O=c1nc2sc3ccccc3n2c(=O)n1-c1ccc(Cl)cc1,8%
O=C(Nc1ccc2c(c1)OCCO2)c1cccc(S(=O)(=O)N2CCOCC2)c1,7%
C=CCSc1nc2c(cnn2-c2ccccc2)c(=O)n1N,12%

Going on with the list.
canonical_smiles,AID1053144
O=C(Nc1nnc(C2CCCCC2)s1)c1cccs1,4%
COc1ccc(CNC(=O)COC(=O)CCC(=O)c2cccs2)cc1,-2%
COc1ccc(NC(=O)Nc2ccc(F)c(Cl)c2)cc1,12%
O=C(Nc1ccc(-c2ccc3nncn3n2)cc1)C1CCCC1,3%
CCc1sc(C(=O)Nc2ccc3c(c2)OCO3)cc1C,9%
c1ccc2oc(-c3ccn[nH]3)cc2c1,11%
CCSc1ccc(NC(=O)c2cccnc2)cc1,13%
Nc1ccc2nc3c(=O)n(C4CCCCC4)c(=O)[nH]c3nc2c1,11µM*
c1ccc(Nc2nnc(-c3cccc4ccccc34)o2)cc1,5%
NC(=O)c1c(NC(=O)c2ccccc2)sc2c1CCC2,10%
Cc1oc(C(=O)O)cc1COc1ccccc1Cl,14%
O=C(Nc1ccccc1N1CCOCC1)c1ccc2ccccc2n1,13%
CC(CC(=O)O)CC(=O)Nc1cc(C(F)(F)F)cc(C(F)(F)F)c1 (stereo not drawn),2%
CCc1ccc(NC(=O)c2noc3c2CCc2ccccc2-3)cc1,11%
CCCSc1nc2c(cnn2-c2ccccc2)c(=O)n1N,8%
COc1ccc2c(c1)O/C(=C\c1ccccc1O)C2=O,10%
O=C(c1cc2cc(F)ccc2[nH]1)N1CCc2ccccc21,10%
CC1CCCCN1C(=O)c1cc(-c2ccc3c(c2)OCO3)on1 (stereo not drawn),10%
O=C(Nc1ccc(F)cc1)c1cc(-c2ccccc2)no1,7%
C=CCn1cc(/C=N/Nc2nc3ccccc3[nH]2)c2ccccc21,6%[6 µM]
CN(N=Nc1ccccc1C(=O)O)C1CCCCC1,10%
CCCCn1c(CN2CCN(C(=O)OCC)CC2)nc2c1c(=O)n(C)c(=O)n2C,1%
N/C(=N\OC(=O)c1ccccc1)c1ccn[nH]1,15%
COc1cccc(NC(=O)c2ccc(OC(F)(F)F)cc2)c1,9%
CCOC(=O)N1CCC(N2CCCC(C(=O)c3cc(F)ccc3OC)C2)CC1 (stereo not drawn),-1%

Next part:
canonical_smiles,AID1053144
O=C(Nc1cccc(F)c1)Nc1ccc2c(c1)CCC2,7%
O=C1NCC2=C1C(c1ccccc1)Nc1ccccc1N2 (stereo not drawn),7%
Cc1cc(C(=O)COC(=O)c2ccc(O)cc2O)c(C)n1C(C)C,10%
CC(C)Cc1cc(C(=O)Nc2ccc3c(c2)OCO3)no1,11%
NNc1nc(-c2ccccc2Cl)nc2sc3c(c12)CCCC3,6%
CCCn1cnc2cc(NC(=O)c3cccs3)ccc21,6%
O=C(Nc1cccc(Cl)c1Cl)c1csc([C@H]2C[C@H](O)[C@@H](CO)O2)n1,13%
COCc1nc(-c2ccc(-c3ccccc3)nc2OC)no1,12%
O=C(Nc1nccs1)c1c(O)c2c([nH]c1=O)CCCC2,11%
Cc1cc(C)nc(N/N=C/c2ccccc2OCc2ccc(Cl)cc2)n1,3%
O=C(CN(CCc1ccccc1)S(=O)(=O)c1ccc(Cl)cc1)N/N=C/c1ccc2c(c1)OCO2,-1%
COc1ccc(C(=O)Nc2cccc(C)c2)cc1,5%
O=C(Nc1nccs1)c1ccc(CSc2ccccc2)o1,15%
COc1ccc2[nH]c3c(NCCCOC(C)C)ncnc3c2c1,13%
CCOC(=O)c1c(-c2ccccc2)nc2ccc(C)cn12,12%
COC(=O)C(C)N1C(=O)S/C(=C/c2cc(C)n(-c3ccccn3)c2C)C1=O (stereo not drawn),15%
C=CCn1c(SCC(=O)Nc2ccc3c(c2)OCO3)nnc1-c1cc(Br)ccc1O,22%
Cc1cc(C)n2nc(-c3ccc(Cl)cc3)cc2n1,16%
N/C(=N\N=C\c1ccc(O)cc1)c1nonc1N,13%
Cc1cc(C(=O)COc2ccccc2C(N)=O)c(C)n1C1CC1,2%
Cc1occc1C(=O)N/N=C/c1ccc(OCc2ccccc2)cc1,9%
COc1ccc2nc(NC(=O)CCNC(=O)c3ccco3)sc2c1,11%
Cc1ccc2c(c1)COc1c3ccc(C(=O)NC(C)C)cc3nn1-2,11%
O=C(NCCc1c[nH]c2ccccc12)c1cc(Cl)c2c(c1)OCO2,13%
COc1ccc2nc(-c3ccc(N)cc3)[nH]c2c1,7%

New compounds follow:
canonical_smiles,AID1053144
CC(=O)N(C)c1ccc(NC(=O)c2ccco2)cc1,12µM*
COc1ccc(/C=C/c2nnc(NC(C)=O)s2)cc1,2%
NC(=O)C1=C[C@H](C2CCCCC2)C[C@H](OCc2ccc(CO)cc2)O1,10%
O=C1C(C=Nc2ccccc2O)=C(O)c2ccccc21,-4%
Cn1cccc1/C=C1\Cc2ccccc2C1=O,11%
CCCNC(=O)Nc1cccc(C(=O)OC)c1,1%
c1ccc(-c2csc(Nc3ccc4c(c3)OCCO4)n2)cc1,7%
CCOC(=O)C(CNc1ccc(OCc2ccccc2)cc1)NC(=O)c1ccccc1 (stereo not drawn),10%
COc1ccc(Cn2c(-c3ccc(Cl)cc3)c[n+]3ccccc23)cc1,7%
COc1cccc2sc(N(C)c3ccccc3)nc12,11%
O=C(COc1ccc(F)cc1Cl)NC1CCCCCC1,7%
O=[N+]([O-])c1cccc(/C=N/Nc2ccccn2)c1,12%
Cn1c(SCC(=O)c2ccccc2)nnc1-c1ccco1,4.8µM*
CC(=O)c1ccc(NC(=O)c2ccc(C)c(Br)c2)cc1,4%
O=C(NC1CCCC1)c1cc(-c2ccc(Cl)cc2)on1,14%
CCOc1ccc(NC(=O)c2ccc(F)cc2F)cc1,14%
Cc1cc(C)nc(Nc2nc3ccccc3[nH]2)n1,13%
COc1ccc(C(=O)/C=C/c2ccccc2OC)c(OC(=O)c2ccc([N+](=O)[O-])cc2)c1,7%
CN(C)c1nc(N)nc(-c2nc3ccccc3s2)n1,9%
COc1cc(/C=N/Nc2ccc(Cl)c(C(=O)O)c2)ccc1OC(=O)c1cccs1,6%
CCOc1ccc(C(=O)NC2CCCCCCC2)cc1,10%
COc1cccc(OCC(=O)Nc2ccccc2C(N)=O)c1,9%
CC(C)Cc1ccc(/C=C/C(=O)NC2CC2)cc1,10%
CCCC(=O)Nc1nc2ccc(OCC)cc2s1,16%
Cc1ccccc1NC(=O)c1nnn(-c2ccc3c(c2)OCCO3)c1N,10%

Next entries follow.
canonical_smiles,AID1053144
O=C(NCC(=O)N(Cc1cccs1)C(C(=O)NC1CCCCC1)c1ccco1)c1cccs1 (stereo not drawn),5%
COc1ccc2oc(C(=O)Nc3nccs3)c(C)c2c1,3%
COc1cc(SC)ccc1C(=O)Nc1ccccc1,12%
COC(=O)c1cc2c(s1)-c1ccc(OC)cc1CC2,10%
O=C(/C=C/Nc1ccccc1F)c1ccc(Br)cc1,2%
Cc1ccccc1Nc1nc(N)nc(COC(=O)c2cccn2C)n1,12%
CCOC(=O)c1cnc(SCC(C)C)nc1N,11%
Cc1cc2c(C)nc(-c3ccccc3)nc2o1,8%

Assay outcomes as filed in PubChem BioAssay.
